# High-throughput results as filed in PubChem BioAssay.
# PLCg1 inh: PLC-gamma1 (human) inhibition, primary screen; actives 0.84% (n = 370,000); purified PLC-gamma1, fluorogenic substrate, fluorescence; inhibition, % at 12.2 µM; P19174; AID 720700; in the data active = inhibition above about 9.5%
# DAX1 inh-1: inhibitors of human orphan nuclear receptor DAX1 (NR0B1); P51843; HEK293 Gal4-DAX1 luciferase reporter, luminescence; inhibition, % at 6.75 µM; actives 0.99% (n = 340,000); AID 504766;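 active = inhibition above the mean over all tested compounds plus 3 SD, cut at about 4.2% in these data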;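 also: 0% = DAX1-transfected cells with DMSO and 100% = empty-vector control cells with DMSO; inhibition shows as a rise in luminescence from relieved DAX1 repression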
# hgDAF12 agonist: hgDAF-12 agonism, primary luciferase screen. HEK293 GAL4-hgDAF12 UAS-luciferase reporter, agonist luminescence; normalized to butyrate control. activation, % at 6.8 µM. actives 1.8% (n = 370,000). AID 687014;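 active = activation above a cutoff set at the mean of all screened compounds plus 3 SD, cut at about 10% in these data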;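 also: 0% = DMSO wells and 100% = sodium butyrate wells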
# DAX1 inh-2: DAX1 (NR0B1) inhibition, primary screen; actives 1.1% (n = 370,000); AID 652010; inhibition, % at 6.8 µM; HEK293T StAR-luciferase reporter, SF-1/DAX-1 repression relief;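 active = inhibition above the mean over all tested compounds plus 3 SD, cut at about 3.6% in these data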;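 also: 0% = DAX-1 cells with DMSO and 100% = cells lacking DAX-1 with DMSO; higher inhibition means more luminescence from relief of DAX-1 repression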
# PLC-beta3 inh: blocks human PLC-beta3 enzyme activity. Q01970. inhibition, % at 12.2 µM. Purified PLC-beta3, fluorogenic substrate, fluorescence. AID 720704. actives 0.18% (n = 370,000); in the data active = inhibition above about 11%;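 also: 0% = median of compound wells on plate and 100% = full blocker control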
# hcDAF-12 act: H. contortus DAF-12 activation, primary screen. AID 652067. activation, % at 6.8 µM. actives 1.4% (n = 370,000). HEK293 hcDAF-12 lit1-tk-luc reporter, luminescence; 0% DMSO, 100% Δ7-dafachronic acid;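 active = activation above the mean of all tested compounds plus 3 SD, cut at about 5.5% in these data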;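 also: 100% = response to 3 µM Δ7-dafachronic acid high control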
# ADAM17 inh: ADAM17 inhibition, QFRET primary screen. P78536. recombinant ADAM17, EDANS/DABCYL FRET peptide cleavage. inhibition, % at 6.95 µM. actives 0.83% (n = 370,000). AID 720648;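 active = inhibition above the mean of compounds lying between control limits plus 3 SD, set per campaign, cut at about 8.5% in these data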;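 also: 0% = DMSO-only wells as the low control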
# ssDAF-12 act: S. stercoralis DAF-12 activation, primary screen. HEK293 ssDAF-12/GRIP1 lit1-tk-luc reporter, luminescence; % of 3 µM dafachronic acid response. activation, % at 6.8 µM. actives 1% (n = 370,000). AID 652126;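 active = activation above the mean over all tested compounds plus 3 SD, cut at about 0.9% in these data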;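 also: 0% = DMSO-only wells and 100% = 3 µM delta7-dafachronic acid wells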
# HGIII-sPLA2 inh: Blocks human group III sPLA2 activity. Q9NZ20. QFRET BODIPY PC-A2 liposome hydrolysis, fluorescence. inhibition, % at 12.2 µM. actives 0.56% (n = 370,000). AID 743126;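 active = inhibition above mean plus 3 SD of compounds lying within the high and low control bounds, cut at about 19% in these data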;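 also: 0% = median of test compound wells and 100% = no enzyme DMSO wells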
# Target sequence (Q9NZ20 whole entry, looked up): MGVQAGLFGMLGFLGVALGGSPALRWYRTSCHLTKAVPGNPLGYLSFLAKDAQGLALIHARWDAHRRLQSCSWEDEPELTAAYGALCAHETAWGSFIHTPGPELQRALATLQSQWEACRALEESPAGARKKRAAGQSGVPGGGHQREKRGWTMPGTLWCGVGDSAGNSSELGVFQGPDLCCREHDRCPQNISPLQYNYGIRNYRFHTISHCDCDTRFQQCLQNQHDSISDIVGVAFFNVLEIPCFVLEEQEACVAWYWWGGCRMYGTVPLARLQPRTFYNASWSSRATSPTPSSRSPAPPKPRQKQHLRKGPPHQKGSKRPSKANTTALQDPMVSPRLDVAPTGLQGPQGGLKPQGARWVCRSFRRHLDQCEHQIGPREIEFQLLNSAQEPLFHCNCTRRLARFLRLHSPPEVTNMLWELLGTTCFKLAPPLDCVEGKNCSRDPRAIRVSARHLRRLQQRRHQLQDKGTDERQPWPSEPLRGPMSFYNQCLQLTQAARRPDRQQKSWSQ
# FXN GAA850 act: frataxin GAA850 promoter activation; AID 540364; activation, % at 6 µM; actives 0.56% (n = 360,000); HEK293 lucGAA850 FXN promoter luciferase reporter, 24 h; percent of 10 µM SAHA response;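 active = activation above the average of all compounds screened plus 3 SD, cutoff fixed separately per campaign, cut at about 7.5% in these data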;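 also: 0% = DMSO wells and 100% = 10 µM SAHA wells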
# ADAM10 inh: inhibitors of human ADAM10. inhibition, % at 7 µM. AID 720582. recombinant ADAM10, EDANS/DABCYL FRET peptide cleavage, 3 h. actives 0.62% (n = 370,000). O14672;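 active = inhibition above a per-campaign cutoff equal to the mean of compounds falling between control-based bounds plus 3 SD, cut at about 20% in these data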;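 also: 0% = DMSO wells while the 100% control is not disclosed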
# Target sequence (O14672 214-748 limits assumed): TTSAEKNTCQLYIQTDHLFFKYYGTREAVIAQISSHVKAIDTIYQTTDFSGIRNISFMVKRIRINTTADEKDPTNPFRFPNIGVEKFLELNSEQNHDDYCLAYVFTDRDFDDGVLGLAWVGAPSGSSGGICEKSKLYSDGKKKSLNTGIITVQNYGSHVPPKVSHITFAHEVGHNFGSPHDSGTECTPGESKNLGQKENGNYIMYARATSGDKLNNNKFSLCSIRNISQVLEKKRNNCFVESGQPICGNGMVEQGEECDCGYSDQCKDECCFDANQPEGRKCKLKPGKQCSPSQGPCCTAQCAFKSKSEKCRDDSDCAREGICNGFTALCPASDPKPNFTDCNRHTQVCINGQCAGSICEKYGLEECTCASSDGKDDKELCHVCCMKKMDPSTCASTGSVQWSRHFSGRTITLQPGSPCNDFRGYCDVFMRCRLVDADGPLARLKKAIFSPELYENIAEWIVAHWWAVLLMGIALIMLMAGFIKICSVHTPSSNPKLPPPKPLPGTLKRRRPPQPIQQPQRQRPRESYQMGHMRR
# Active calls of the source: *; i = inactive; / = not tested or not shown.
molecule,PLCg1 inh,DAX1 inh-1,hgDAF12 agonist,DAX1 inh-2,PLC-beta3 inh,hcDAF-12 act,ADAM17 inh,ssDAF-12 act,HGIII-sPLA2 inh,FXN GAA850 act,ADAM10 inh
COc1ccc(-c2ccc(C(c3c(C)[nH][nH]c3=O)c3c(C)[nH][nH]c3=O)o2)c([N+](=O)[O-])c1,-25,-0.6,-1.0,-1.2,-29,-0.6,-5,-1.6,-44,0.2,-12
Cc1cc(N2CCN(Cc3ccc4c(c3)OCO4)CC2)n2ncnc2n1,3,0.1,-0.9,-0.8,2,-1.6,1,-2.0,0,-0.4,-2
CCOCCCNC(=O)c1c[nH]c2cc(C)ccc2c1=O,3,-1.1,2.7,-0.5,4,-1.9,1,-1.1,0,-2.2,1
O=C(O)CC1(CC(=O)Nc2ccc3c(c2)C(=O)OC3)CCCCC1,0,/,-1.8,0.0,-3,3.0,-2,-0.2,2,-2.6,3
COc1ccc(CNC(=O)c2ccc(CS(=O)(=O)c3ccccc3C)o2)cc1,0,0.2,4.1,-0.5,-4,-1.3,-1,-1.1,-1,1.4,3
CCOc1ccc(N(CC(=O)Nc2c(C)n(C)n(-c3ccccc3)c2=O)S(=O)(=O)c2ccc(F)cc2)cc1,-1,-0.1,1.8,-2.2,-8,0.5,-5,-1.1,3,1.8,-4
COC(=O)Cn1ncc2c(C)n(Cc3ccccc3)c(C)c2c1=O,-3,0.0,6.8,1.9,0,1.6,-6,-0.2,-1,2.8,-9
COc1ccc(Cl)cc1NC(=O)CSc1nc2[nH]ncc2c(=O)[nH]1,2,1.4,-1.1,0.3,-6,0.0,-2,-1.4,6,-0.5,-16
CN(CC(=O)NC(=O)NCc1ccccc1)Cc1cccc(Cl)c1Cl,-3,0.3,2.5,2.2,-3,-0.9,2,-1.7,-10,1.4,8
COc1ccc(NC(=O)CSCC(=O)NCCc2ccccn2)cc1,-2,0.8,3.3,-0.3,-1,-0.8,-2,-0.6,3,0.8,-5
Cc1ccccc1NC(=O)COC(=O)c1ccc(S(=O)(=O)N2CCCCCC2)cc1,-3,0.6,-1.3,-0.3,1,-1.4,-3,-0.4,1,-0.9,0
COc1ccc(NC(=O)CN2CCN(CC#N)CC2)cc1,2,1.0,-0.2,-0.1,3,1.4,-3,-0.3,2,1.3,4
CC(C)C[C@@]12C(=O)N(c3cccc(Cl)c3)C(=O)N1[C@H](c1ccc(Br)cc1)[C@@H]1C(=O)N(C(C)(C)C)C(=O)[C@@H]12,2,0.9,-2.7,0.1,0,0.4,2,-1.3,-1,15*,2
O=C(COc1ccc(Cl)cc1)NC1CCSC1=O (centres undefined),2,0.8,1.1,-0.2,2,0.5,-6,-0.4,8,2.0,0
COCCNC(=O)CS(=O)Cc1nc(-c2ccc(OC)cc2)oc1C (centres undefined),-3,0.8,4.5,-0.6,-1,1.3,0,-0.3,-2,1.7,-8
CCc1nnc(NC(=O)c2oc3ccccc3c2COC(C)C)s1,-8,-1.5,0.0,-0.4,-8,4.2,-2,-1.0,-4,1.6,-6
Cc1ccc(SCC(=O)Nc2ccc(S(N)(=O)=O)cc2)cc1,1,1.4,-0.2,0.7,-2,1.1,1,-1.3,-8,-0.3,3
CCc1ccc(OC(C)C(=O)Nc2ccc(S(=O)(=O)Nc3nccs3)cc2)cc1 (centres undefined),4,0.0,-0.7,0.3,3,-1.3,3,0.1,-30,-1.4,5
CCCn1nnnc1SCC(=O)NNC(=O)c1ccco1,-1,-2.3,1.1,0.1,1,-1.1,3,-1.1,1,0.1,1
COCc1ccc(C(=O)N2CCC(CCC(=O)Nc3cccc(C)c3)CC2)s1,0,-1.6,-6.4,-0.4,-5,-3.3,1,-1.5,0,-4.5,0
O=C(O)[C@@H](O)c1ccccc1,0,0.7,1.5,-0.6,1,-2.0,-1,-0.8,5,0.0,-5
Cc1cc(C)nc(NC=C2C(=O)OC(C)(C)OC2=O)n1,1,0.5,-0.5,0.2,-4,1.5,-2,-1.2,8,0.6,-7
O=C1CC(C(=O)Nc2ccccc2)N=C(N2CCOCC2)N1 (centres undefined),2,-0.4,-0.2,0.0,1,-0.5,-2,-1.2,6,-0.9,-3
Cc1cn([C@H]2C[C@H](O)[C@@H](CCC(=O)NCCc3cnc[nH]3)O2)c(=O)[nH]c1=O,0,-0.8,-0.6,-0.6,-1,4.7,-5,-0.7,14,-0.3,-8
Cc1ccc2c(c1)c1c(n2CC(O)CN2C(=O)CNC2=O)C(=O)CCC1 (centres undefined),-454,-0.2,-0.4,0.3,i,-1.1,-95,-0.9,5,1.6,-372
CN1CCN(c2ccccc2NC(=O)c2ccc(-c3ccccc3[N+](=O)[O-])o2)CC1,-3,-0.1,0.3,-0.9,-12,2.1,4,-0.6,-21,2.7,3
Cc1cc(C)c2nc(NCCCNC(=S)NCCCN(C)C)c(C#N)cc2c1,-104,1.7,0.0,0.4,-128,-1.7,-82,-1.9,-4,2.7,-325
COc1ccc(-n2c(COc3ccc(C)cc3)nnc2SCC(=O)c2ccc(-c3ccccc3)cc2)cc1,2,/,1.6,-0.5,1,-1.4,2,-1.4,-12,/,5
CS(=O)(=O)c1ccc(Nc2nc(C(N)c3ccccc3Cl)cs2)cc1 (centres undefined),-36,/,-1.2,-0.2,-57,-2.7,-23,-1.1,9,1.0,-60
CCN1C(=O)C2CCCCN2c2ccc(C(=O)NCCOC)cc21 (centres undefined),-17,-0.2,-2.5,0.4,-36,0.1,-19,-0.3,14,-2.4,-39
CCn1cc2nc(SCC(=O)Nc3ccc(OC)cc3OC)n(Cc3ccc(OC)cc3)c(=O)c2n1,0,-2.0,1.5,-1.0,-3,-2.7,2,-1.0,-8,-4.3,6
CCOC(=O)Nc1ccc2c(COC(=O)CNS(=O)(=O)c3ccc(NC(C)=O)cc3)cc(=O)oc2c1,-221,0.1,7.5,0.6,-260,-1.3,-432,-1.4,0,0.2,i
Cc1ccc(NC(=O)CN(C)S(=O)(=O)c2ccc(Br)s2)cc1F,1,0.0,-2.2,0.9,1,-0.7,0,-1.0,-9,-0.4,-2
CNC(=O)c1c(NC(=O)CS(=O)(=O)c2ccc(F)cc2)sc(C)c1C,1,0.3,1.8,-1.9,-5,-1.2,-3,-1.1,4,-2.1,-5
CC[C@@]1(C(=O)OC)N[C@H](CN(C)C(=O)Nc2ccc(C(F)(F)F)cc2)[C@@H]2C(=O)N(C)C(=O)[C@@H]21,1,-1.2,1.5,1.5,1,0.7,-3,-1.0,2,2.0,-8
COc1cc(C(=O)COC(=O)c2cnc(C)cn2)ccc1OC(F)F,-3,1.3,1.6,-0.1,-7,-1.0,0,-1.1,9,0.8,5
COC(=O)c1ccc2c(=O)n(Cc3ccco3)c(SCC(=O)Nc3ccccc3Cl)nc2c1,9,0.4,-0.9,-0.1,0,-0.4,2,-0.5,-6,-0.8,-12
Cc1cc(Br)ccc1SCC(=O)OCC(=O)NCc1ccc2c(c1)OCO2,-4,1.8,1.4,0.1,-2,-1.9,2,-0.7,-19,0.2,9
COC(=O)[C@]12C[C@H](CC(=O)N3CCCCC3)C(=O)N(Cc3ccccc3)C1=C[C@H](C(C)C)O[C@@H]2C1CC1,8,/,-2.1,0.0,13*,-0.5,7,-1.2,1,/,2
CCc1ccc(NC(=O)c2cc(C(C)C)on2)cc1,5,0.3,15*,2.8,2,7.1*,-2,-0.2,1,4.6,5
NC(=O)c1ccc(NC(=O)c2ccccc2S(=O)(=O)c2ccccc2[N+](=O)[O-])cc1,-1,0.9,-1.1,-0.2,2,-0.7,-1,-0.7,-3,1.3,4
CCCN1CCC(=O)NC1=S,2,1.1,3.0,-0.8,3,-1.2,-6,-1.4,10,-0.3,1
O=C(NCc1ccccc1)c1ccc(CN2CCOCC2)cc1,5,0.7,2.6,1.0,2,0.1,2,-0.9,6,0.4,-10
O=C(NNc1ccccc1)C(=O)NNS(=O)(=O)c1ccc([N+](=O)[O-])cc1,1,-0.8,0.6,0.7,2,-0.5,-1,-1.1,-1,2.9,2
COc1ccc(NC(=O)Cn2c(=O)n(-c3ccc(CC(=O)NCc4ccco4)cc3)c(=O)c3ccccc32)cc1,-1,2.9,-0.2,-0.1,-5,0.7,-2,-0.9,-3,0.2,1
COC(=O)[C@H](CCSC)NC(=O)NCCc1ccc(F)cc1,7,0.1,-3.0,-0.5,10,-1.9,6,-1.2,-1,0.7,11
O=C(COc1ccc(/C=N/NC(=O)C(=O)N2CCCCC2)cc1)Nc1ccccc1Cl,1,0.0,-1.5,-0.7,4,-2.5,1,-1.5,-11,2.5,-2
COc1ccc(/C(N)=N/OC(=O)C2CCCCC2)cc1OC,2,1.5,6.4,6.0*,-8,1.1,4,-0.6,-2,9.0*,-1
CC(C)(CNC(=O)CCNC(=O)c1ccc(Br)cc1)N1CCOCC1,1,-0.7,-2.2,1.2,0,-0.1,3,-1.3,-9,1.1,-5
O=C(N/N=C\c1ccc2c(c1)OCO2)c1ccco1,-14,3.5,14*,2.7,-19,2.5,-5,0.8,2,4.4,-20

# Additional compounds:
molecule,PLCg1 inh,DAX1 inh-1,hgDAF12 agonist,DAX1 inh-2,PLC-beta3 inh,hcDAF-12 act,ADAM17 inh,ssDAF-12 act,HGIII-sPLA2 inh,FXN GAA850 act,ADAM10 inh
CC1CC(=O)Nc2ccccc2N1C(=O)CN1CCN(c2ccccc2)CC1 (centres undefined),3,2.0,2.1,-0.7,0,-2.4,0,-0.9,1,1.1,-2
COc1ccccc1C(=O)Nc1cccc(NC(=O)c2ccccc2OC)n1,-1,1.3,0.9,-0.1,-5,-1.5,-4,-0.4,-4,0.1,-3
CCn1nnnc1SCC(=O)c1ccc2c(c1)OCCO2,3,0.1,2.6,0.7,2,-0.9,-3,-1.1,-13,-2.4,6
CCOc1cc(C2C(C(=O)N3CCCCC3)=C(C)NC3=C2C(=O)CCC3)cc(Br)c1O (centres undefined),-119,0.0,-0.7,-0.7,-181,-0.3,-50,-0.6,8,0.7,-151
CCOc1ccccc1NC(=O)CN(C)S(=O)(=O)c1cccc2nsnc12,0,-0.5,-1.2,-1.1,0,-2.5,-10,-1.1,7,-0.2,4
CCCCCCCCOC(=O)CCn1[nH]c(=O)c2ccccc2c1=O,-27,0.1,1.3,0.1,-31,-1.2,-4,-0.7,-1,1.7,-8
COc1ccc(N(CC(=O)N/N=C(\C)c2cccs2)S(=O)(=O)c2ccccc2)cc1Cl,1,/,6.3,-0.3,1,1.6,0,-1.1,0,/,-1
Cc1cc(C(F)(F)F)nn1-c1nc(-c2ccco2)cc(C(F)(F)F)n1,1,0.5,-1.2,-1.1,3,-0.2,0,-1.9,8,1.9,-7
